# Screening data (PubChem BioAssay)
# 14-3-3g Raf: modulators of human 14-3-3 gamma - Raf peptide interaction; P61981; FP, 14-3-3gamma / TMR-pS259-Raf peptide binding; inhibition, % at 40 µM; 160,000 compounds, 0.19% hits; in the data active = inhibition above about 30%;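 note: 0% = protein plus tracer without compound and 100% = blank with tracer alone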
# Target sequence (P61981 whole entry, looked up): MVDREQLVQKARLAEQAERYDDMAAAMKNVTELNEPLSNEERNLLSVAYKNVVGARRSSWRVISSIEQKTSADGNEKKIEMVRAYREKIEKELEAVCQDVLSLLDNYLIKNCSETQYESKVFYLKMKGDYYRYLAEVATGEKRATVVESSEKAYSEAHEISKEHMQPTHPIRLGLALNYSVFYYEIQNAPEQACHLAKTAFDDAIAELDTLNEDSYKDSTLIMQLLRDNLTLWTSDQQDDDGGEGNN
# * = called active by the depositor; & = joins results of further samples. These rows are one share of the data. The share of hits here may be higher or lower than overall.
canonical_smiles | 14-3-3g Raf
CCOC(=O)C1=C(C)NC(C)=C(C(=O)OC)C1c1cccc(Cl)c1Cl (configuration not stated) | -3&-4
CCN(CC)c1ccc(C2Nc3cc(C)ccc3NC3=C2C(=O)CC(C)(C)C3)cc1 (configuration not stated) | 1
O=C1Cc2ccccc2N1c1ccccc1 | -9
Cc1nc2ccccc2c2oc(C(=O)NC3CC3)cc12 | 5
CCOC(=O)c1oc2ccccc2c1NC(=O)CN1CCN(C)CC1 | 0&-12
CC1CCCCC1NC(=O)c1ccc(Sc2ccc(Br)cc2)c([N+](=O)[O-])c1 (configuration not stated) | 10
COc1cc(C(N)CC(=O)O)ccc1OCC(N)=O (configuration not stated) | -15
CC1=C(C(=O)Nc2ccc(C)c(Cl)c2)C(c2ccc(Cl)cc2)NC(=O)N1 (configuration not stated) | -11
COc1cc2c(cc1OC)CN(C(=O)CSc1nnc(C)s1)CC2 | -5
O=C(O)CCCc1c(-[n+]2ccccc2)[nH]c2ccccc12 | 3
CCC1CCCCN1Cc1ccc(OC)c(OC)c1 (configuration not stated) | 2
O=C(CSc1nncs1)NC(=O)NCc1ccccc1 | -3
CC1(C)Cc2ccccc2C2CC(O)C(=O)N21 (configuration not stated) | 7
CC(C)OC(=O)CSc1nnc(-c2ccc(Br)cc2)o1 | 6
CCOC(=O)C1=C(O)CSC1=Nc1cccc2ccccc12 | -11
O=C(Nc1sc2c(c1C(=O)NCC1CCCO1)CCCC2)c1ccco1 (configuration not stated) | -12
O=C(CSc1nc2ccccc2c(=O)n1CCCO)NCc1ccccc1 | -5
CCOc1ccc(C2C(C(=O)c3ccco3)=C(O)C(=O)N2Cc2cccnc2)cc1OC (configuration not stated) | -13
Cc1[nH]c2ccccc2c1CCN1C(=O)C2C3C=CC(C3)C2C1=O (configuration not stated) | -2
O=C(CCCC1=NS(=O)(=O)c2ccccc2N1)Nc1ccc2c(c1)OCCO2 | -3
COc1ccc(OC)c(C=Cc2nc3ccccc3c(=O)n2-c2ccc(C)c(C)c2)c1 | -9
O=C1C(=O)N(c2ccccn2)C(c2cccnc2)/C1=C(\O)c1ccccc1 (configuration not stated) | 2
C=CCn1c(SCn2nnc3ccccc3c2=O)nnc1-c1ccc(F)cc1 | -1
Cc1cc2nn(-c3ccccc3)nc2cc1NC(=O)c1cccc([N+](=O)[O-])c1C | -13
CCC(c1nnnn1C(C)(C)CC)N(CCCO)Cc1cc2cccc(C)c2[nH]c1=O (configuration not stated) | -9
CCCc1ccc(-c2nc(NC(=O)C3CC(C)=C(C)CC3C(=O)O)sc2C)cc1 (configuration not stated) | -2
Cc1cc(N2CCCCC2)nc2ccc(NC(=O)Cc3cccc(C(F)(F)F)c3)cc12 | -9
CN(C)S(=O)(=O)c1ccc(C(=O)Nc2ccc(C34CC5CC(CC(Cl)(C5)C3)C4)cc2)cc1 | -11
O=C(CS(=O)(=O)Cc1ccccc1)Nc1cccnc1 | 1
CC(C)Oc1ccccc1NC(=O)c1ccc(F)c2ccccc12 | 1
CCOc1ccccc1Nc1ncnc2ccccc12 | 0&-19
Cc1ccc(-n2nc(C(=O)NCCCN3CCCC3=O)c3c4ccccc4n(C)c3c2=O)cc1 | 0
CCOc1ccccc1N(C)C(=O)c1cc(S(=O)(=O)NCc2ccccc2Cl)ccc1F | -5
CCOc1ccc(NC(=O)CSc2nc3ccccc3c(=O)n2C2CC2)cc1 | -13
O=C(c1ccc2nc3ccccc3c(=O)n2c1)N1CC=C(c2ccccc2)CC1 | -16
O=C(COC(=O)C1COc2ccccc2O1)NC1CCS(=O)(=O)C1 (configuration not stated) | 4
COc1ccc(NC(=O)c2ccco2)cc1 | -2
CC1CCN(c2ccc(C(=O)O)cc2[N+](=O)[O-])CC1 | 1
NC(=O)CSc1nc2c(c(=O)n1Cc1ccco1)C1(CCCCC1)Cc1ccccc1-2 | -5
COc1cnn(-c2ccccc2)c(=O)c1N(C)C | -5
O=C(CCc1ccccc1)NCCCN1CCOCC1 | -4
Cc1ccc(NC(=O)c2cc(S(=O)(=O)N3CCc4ccccc43)ccc2F)cc1F | -10
COC(=O)c1c(NC(=O)c2cc([N+](=O)[O-])nn2Cc2ccccc2)sc2c1CCCC2 | -4
c1ccc(C2CN3CCSC3=N2)cc1 (configuration not stated) | 3
COC(=O)c1c(C(=O)OC)c(C)n(Cc2cccnc2)c1C | -4
CC1CC(C)CN(C(=O)CSc2c3c(nc4ccc(Cl)cc24)CCCC3)C1 (configuration not stated) | -13
COc1ccc(NC(=O)Nc2sc(NS(=O)(=O)c3ccccc3)nc2C)cc1 | -8
O=C1CSC(=O)N1CC(O)COc1ccc(Cl)cc1 (configuration not stated) | 6
COc1ccc(CNC(=O)CSc2nc3ccccc3o2)cc1 | 0
c1ccc(CN2CCN(c3nc(-c4ccccc4)nc(-n4ccnc4)n3)CC2)cc1 | -3
Cn1c(Cc2cccs2)nnc1SCc1nc2ccccc2[nH]1 | 3
O=C(O)c1ccccc1C(=O)NCc1cccnc1 | -1
COc1ccc(C2Nc3ccccc3C(=O)N2c2ccc(C)cc2)cc1 (configuration not stated) | 0
Cc1nn(Cc2ccccc2)c2c1C(c1ccncc1)C(C#N)=C(N)O2 (configuration not stated) | -2
COc1ccc(CC(=O)Nc2c[nH]c(=O)[nH]c2=O)cc1 | 4
CCOC(=O)C1=NNC2C(=O)N(c3cc(OC)ccc3OC)C(=O)C12 (configuration not stated) | -10

# Continuation.
canonical_smiles | 14-3-3g Raf
CC(C)(C)c1cc(NC(=O)COC(=O)c2ccc3c(=O)n4c(nc3c2)CCC4)n(-c2ccccc2)n1 | 1
COc1ccc(CN2C(=O)c3ccccc3C2C(=O)NC2CCCC2)cc1 (configuration not stated) | 1
COc1ccc(-c2cc(C(F)(F)F)n3nc(C(=O)Nc4cccc(Cl)c4)cc3n2)cc1OC | 0
O=C(Cn1c(=O)n(-c2ccc(F)cc2)c(=O)c2sccc21)NCc1ccco1 | 0
O=C(NC1CCCCCC1)c1cc(S(=O)(=O)N2CCOCC2)ccc1N1CCCCC1 | 1
COc1ccc2nc3sc(C(=O)Nc4ccc(OC)c(Cl)c4)cc3cc2c1 | -39
CC(C)Cn1c(N)c(C(=O)NCc2cccs2)c2nc3ccccc3nc21 | -16
Cc1cc(NS(=O)(=O)c2ccc(OCCNS(C)(=O)=O)cc2)no1 | -7
O=C1CCCCCN1C(=O)c1ccc(Cl)cc1 | 10
Cn1cc(C(=O)NCCCSC2CCCCC2)c(=O)c2cc(S(=O)(=O)N3CCOCC3)ccc21 | 0
Cc1ccc2c(NC(=O)C3CC3)c(C)ccc2n1 | -4
CCCn1c2ccccc2c2nnc(SCC(=O)N3CCCCC3)nc21 | -11
O=C(CN(C(=O)c1cc2c(s1)CCC2)C1CCCC1)NCc1cccs1 | -8
COc1ccc(CNCc2ccccc2C(F)(F)F)cc1 | -9
Cc1ccc(C(=O)Nc2cccc(NC(=O)c3ccc(F)cc3)c2)cc1[N+](=O)[O-] | 4
O=C(CC1Sc2ccc(C(F)(F)F)cc2NC1=O)NCc1ccccc1 (configuration not stated) | -3

# Filtered by structure, those above containing a thiophene ring, fused or not (7)
canonical_smiles | 14-3-3g Raf
O=C(Nc1sc2c(c1C(=O)NCC1CCCO1)CCCC2)c1ccco1 (configuration not stated) | -12
COC(=O)c1c(NC(=O)c2cc([N+](=O)[O-])nn2Cc2ccccc2)sc2c1CCCC2 | -4
Cn1c(Cc2cccs2)nnc1SCc1nc2ccccc2[nH]1 | 3
O=C(Cn1c(=O)n(-c2ccc(F)cc2)c(=O)c2sccc21)NCc1ccco1 | 0
COc1ccc2nc3sc(C(=O)Nc4ccc(OC)c(Cl)c4)cc3cc2c1 | -39
CC(C)Cn1c(N)c(C(=O)NCc2cccs2)c2nc3ccccc3nc21 | -16
O=C(CN(C(=O)c1cc2c(s1)CCC2)C1CCCC1)NCc1cccs1 | -8

# Next entries follow:
SMILES | 14-3-3g Raf
COc1ccc(C2CC(=O)C3=C(C2)Nc2ccccc2NC3c2ccc(C)s2)cc1 (configuration not stated) | -6
O=C(Cn1c(=O)n(CCc2ccccc2)c(=O)c2ccccc21)Nc1ccc(Br)cc1 | -5
COc1cccc(NC(=O)C2CCCN(S(=O)(=O)c3cccc4cccnc34)C2)c1 (configuration not stated) | -1
O=C(NCc1cccs1)c1ccc2c(c1)N(Cc1ccccc1)C(=O)CS2 | 1
CCCCNC(=O)CCCn1c(=O)[nH]c2ccc(Br)cc2c1=O | -8
CC(=O)c1cccc(NS(C)(=O)=O)c1 | -1
COc1ccc(S(=O)(=O)Nc2c(C)n(C)n(-c3ccccc3)c2=O)cc1[N+](=O)[O-] | -10
COc1cccc(-n2c(C)nnc2SCC(=O)Nc2ccccc2N2CCOCC2)c1 | -7
O=C(O)CCNS(=O)(=O)c1ccc2c(c1)Cc1ccccc1-2 | -4
CCOc1cc(C2Nc3ccc4ncccc4c3C3=C2C(=O)CCC3)ccc1O (configuration not stated) | -2
c1ccc2c(c1)ncn2CCN1CCCCC1 | 0
Cc1sc2ncn(CC(=O)NCC(=O)Nc3ccccn3)c(=O)c2c1C | -25
Cc1cc(C)cc(NC(=O)c2cc3c(=O)n4ccccc4nc3s2)c1 | -3
CCC(C(C)=O)C(=O)Nc1ccccc1C (configuration not stated) | -3
CCCCOc1ccc(C(=O)Nc2ccc3oc(-c4cccnc4)nc3c2)cc1 | -93
Cc1ccc(N2C(=O)C(Cl)=C(Nc3ccc(C)c(C)c3)C2=O)c(C)c1 | 11
Cc1ccc(-c2csc(NC3OC(=O)c4ccccc43)n2)c(C)c1 (configuration not stated) | -2
Cc1ccc(NC(=O)NCCc2ccc(S(N)(=O)=O)cc2)cc1 | -8
O=[N+]([O-])c1cccc(N=Cc2ccc(Br)c([N+](=O)[O-])c2)c1 | 2
Cc1ccc(NC(=O)c2ccc(-c3ccccc3)cc2)nc1 | 2
Cc1cccc(C(=O)NCc2n[nH]c(=S)n2-c2cccc(C(F)(F)F)c2)c1 | 14
Nc1ccc(S(=O)(=O)NCc2cccnc2)cc1 | -3
CCOC(=O)c1c(NC(=O)c2ccc(Cl)c([N+](=O)[O-])c2)sc(C(=O)Nc2ccccc2C)c1C | -1
COc1ccccc1Cn1c(C(C)O)nc2ccccc21 (configuration not stated) | -2
CC1=C(C(=O)Nc2ccccn2)C(c2ccc(Cl)cc2)NC(=S)N1 (configuration not stated) | -6
CC1=C(C(=O)OCCc2ccccc2)C(c2ccc(C(F)(F)F)cc2)C2=C(CCCC2=O)N1 (configuration not stated) | 3
Cc1cc2cc(CNC(=O)C3CC3)ccc2n1C | -6
CCCCOc1ccc(OC(=O)c2ccc3c(c2)-c2ccccc2C3=O)cc1 | 2
COCCn1c(=S)[nH]c2cc(C(=O)NCc3ccc(OC)cc3)ccc2c1=O | 4
COc1ccc(N(C(=O)Nc2ccc(Cl)cc2)C2=NCCC2)cc1 | 4

# Molecules shown so far that contain bromine (5):
SMILES | 14-3-3g Raf
CC1CCCCC1NC(=O)c1ccc(Sc2ccc(Br)cc2)c([N+](=O)[O-])c1 (configuration not stated) | 10
CC(C)OC(=O)CSc1nnc(-c2ccc(Br)cc2)o1 | 6
O=C(Cn1c(=O)n(CCc2ccccc2)c(=O)c2ccccc21)Nc1ccc(Br)cc1 | -5
CCCCNC(=O)CCCn1c(=O)[nH]c2ccc(Br)cc2c1=O | -8
O=[N+]([O-])c1cccc(N=Cc2ccc(Br)c([N+](=O)[O-])c2)c1 | 2

# New compounds follow:
SMILES | 14-3-3g Raf
S=c1nc(-c2ccccc2)[nH]n1-c1ccccc1 | -5
O=C(COC(=O)C1c2ccccc2Oc2ccccc21)NC1CCS(=O)(=O)C1 (configuration not stated) | -4
Cn1c(=O)[nH]c(=O)c2c1nc(Br)n2CCSc1ncccn1 | 3
O=C(NCCOC(=O)c1c2c(nc3ccccc13)CCCCC2)c1ccccc1 | -7
COc1ccc(N2CCN(S(=O)(=O)c3cccs3)CC2)cc1 | 0
Cc1ccccc1CN1C(=O)CSc2ccc(C(=O)NCCCN3CCOCC3)cc21 | -1
O=[N+]([O-])c1ccc(N2CCN(S(=O)(=O)c3ccccc3)CC2)cc1NCc1ccc(Cl)cc1 | -21
CCNCc1cc2cc(C)ccc2[nH]c1=O | -5
COc1ccc(NC(=O)c2c(NCc3ccc(N(C)C)cc3)sc3c2CCCC3)c(OC)c1 | -93
Fc1ccc(Cn2nnnc2CN2CCN(C3CCCC3)CC2)cc1 | -4
CCCc1cc(C(=O)Nc2sc(C)c(CC)c2C#N)no1 | -4
CCOC(=O)C(NC(=O)c1ccccc1)=C1CCCCC1 | -4
Cc1ccc(S(=O)(=O)Nn2c(C)nnc2-n2nc(C)cc2C)cc1 | 2
COc1ccc2nc(SCCOC(=O)c3ccc(F)cc3)nc(C)c2c1 | 9
CN(C)c1nc(NCCOC23CC4CC(CC(C4)C2)C3)nc(OCC(F)(F)F)n1 | -3
Cc1noc(N)c1C(=O)Nc1ccc(F)cc1 | -5
CCCn1nc(C(=O)Nc2cc(C(=O)OC)ccc2C)c2ccccc2c1=O | 0
O=C(c1ccc(Cl)s1)N1CCN(c2nc3ccccc3s2)CC1 | 6
CN(C)C=Cc1[nH]c(=O)[nH]c(=O)c1[N+](=O)[O-] | 1
O=C(NCCN1CCOCC1)c1c(O)c2cccc3c2n(c1=O)CCC3 | -5
Cc1cc(N2CCCC2)nc(-c2ccccc2O)n1 | -2
CCOc1ccc(-c2cn(-c3cc(C)cc(C)c3)c(=O)[nH]2)cc1Cl | -13
CCC1CCC2(CC1)Nc1ccccc1S2 (configuration not stated) | -6
Cc1ccccc1C1C=C(c2cccs2)Nc2ncnn21 (configuration not stated) | -2
O=c1oc2ccccc2cc1-c1nnc(Nc2cc(C(F)(F)F)ccc2Cl)s1 | 2
c1ccc(-c2csc3c4ncnc-4ncn23)cc1 | -35
C=C(C)CN1CCN(c2ccc(N3C(=O)C4CCC(C)CC4C3=O)cc2[N+](=O)[O-])CC1 (configuration not stated) | -5
COc1ccccc1N(CC(=O)NC1CCCCC1)C(=O)CCC(=O)Nc1ccccn1 | -9
Cc1[nH]c2ccccc2c1C(Nc1cccc(F)c1)c1ccccn1 (configuration not stated) | 0
CCOC(=O)C1CCN(Cc2ccc(F)c(Br)c2)CC1 | 1
CCSc1nc2ccccc2n1C(=O)C1C(C=C(Cl)Cl)C1(C)C (configuration not stated) | -6
O=C(c1ccc(-n2cnnn2)cc1)N1CCN(C(c2ccccc2)c2ccccc2)CC1 | 2
COc1cccc(-c2nn(C)c3sc(C(=O)NCCCN4CCN(c5ccc(F)cc5)CC4)cc23)c1 | -14
Cc1cccc(N2CCN(C(=O)c3cnn4c(C(F)(F)F)cc(-c5cccs5)nc34)CC2C)c1 (configuration not stated) | -23
